Screens (PubChem BioAssay)
GCN5L2 inh: qHTS Assay for Inhibitors of GCN5L2 | Histone acetyltransferase KAT2A (Homo sapiens), Q92830 | GCN5L2 HAT assay, ThioGlo1 CoA-SH fluorescence | Potency, µM (highest dose often 58.9 µM), inactives show at the highest dose activity change, negative = inhibition, most hits filed as inhibitors | actives 0.21% (n = 390,000) | AID 504327, 2011
Target sequence (Q92830 whole entry, looked up): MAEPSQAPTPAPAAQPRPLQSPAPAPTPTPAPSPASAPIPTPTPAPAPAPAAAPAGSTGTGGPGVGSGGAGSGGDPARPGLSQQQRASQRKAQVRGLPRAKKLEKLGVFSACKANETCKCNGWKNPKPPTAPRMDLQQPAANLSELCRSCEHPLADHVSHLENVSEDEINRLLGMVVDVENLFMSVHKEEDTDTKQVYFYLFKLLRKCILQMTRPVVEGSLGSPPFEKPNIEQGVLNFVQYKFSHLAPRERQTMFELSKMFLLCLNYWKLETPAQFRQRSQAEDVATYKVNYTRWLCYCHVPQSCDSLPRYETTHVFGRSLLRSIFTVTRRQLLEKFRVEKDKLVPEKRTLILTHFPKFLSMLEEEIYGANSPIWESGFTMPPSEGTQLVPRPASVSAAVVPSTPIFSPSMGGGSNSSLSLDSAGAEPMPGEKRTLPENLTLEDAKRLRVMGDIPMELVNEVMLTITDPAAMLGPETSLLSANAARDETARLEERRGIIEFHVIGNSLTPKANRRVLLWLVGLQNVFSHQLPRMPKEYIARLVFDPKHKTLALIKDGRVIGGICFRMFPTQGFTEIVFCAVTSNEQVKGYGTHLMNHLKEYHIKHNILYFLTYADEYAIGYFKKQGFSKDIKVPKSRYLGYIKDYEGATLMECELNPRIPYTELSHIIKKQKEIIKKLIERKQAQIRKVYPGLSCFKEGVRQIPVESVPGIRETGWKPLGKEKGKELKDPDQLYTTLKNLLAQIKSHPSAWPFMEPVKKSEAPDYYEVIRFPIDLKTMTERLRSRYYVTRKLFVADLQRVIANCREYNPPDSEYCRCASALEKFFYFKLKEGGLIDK
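Preincubate 20nM GCN5L2 with compound 15 min, RT → add 50uM ThioGlo1 + 75uM H3(1-25) + 70uM acetyl-CoA → read fluorescence 0 and 20 min. Primary qHTS; fluorescent artifacts likely.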
DT40 TDP1 no CPT: qHTS for Inhibitors of human tyrosyl-DNA phosphodiesterase 1 (TDP1): qHTS in cells in absence of CPT; DT40 Tdp1-/- hTDP1 cells, no CPT, ATP luminescence, 48 h; Potency, µM (series often up to 46.2 µM), inactives show top-dose activity change, negative = growth inhibition, usual class: inhibitors; actives 15% (n = 420,000); further: nearly all actives have a fitted effect of over 55% in size
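Growth kinetics read by CellTiter-Glo luminescence after ≥48 hr at 37 °C. Cells: DT40 Tdp1-/- stably carrying human TDP1, 400 per well, compound exposure in the absence of CPT (DMSO vehicle).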
DT40 TDP1 CPT: qHTS for Inhibitors of human tyrosyl-DNA phosphodiesterase 1 (TDP1): qHTS in cells in presence of CPT; AID 686979, 2013; actives 12% (n = 420,000); chicken DT40 Tdp1-/-;hTDP1 cells + 20 nM CPT, ATP luminescence, 48 h; Potency, µM (doses to about 46.2 µM), inactives show at the highest dose activity change, negative = growth inhibition, hits mostly inhibitors; further: nearly all actives have a fitted effect of over 55% in size
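Chicken DT40 Tdp1-/- cells stably complemented with human TDP1 were seeded at 400 cells/well in medium containing 20 nM camptothecin, exposed to pin-transferred compounds, and grown at 37 °C for at least 48 hr. Viability was read as ATP luminescence.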
* marks the source's active call; other numbers are inactive results. The call rests on the fitted dose curve; in most records, active means well fitted curve in the direction sought with a large enough effect; inconclusive means small, poorly fitted or top-dose-only effect, or another doubt; inactive means no such curve, though single readings can be large; an effect the other way counts as inactive or inconclusive. On the % scale 0 is the no-effect control and ±100 the full control effect; potency means the concentration at half of the fitted maximal effect.

The opening three compounds (preview)
Screening Cc1ccc(COC(=O)c2[nH]c3c(c2C)C(=O)CC(c2ccc(Cl)cc2)C3)cc1 (centres undefined) returned GCN5L2 inh -7%, DT40 TDP1 no CPT 9.2µM* and DT40 TDP1 CPT 12µM*.
For O=C1[C@@H]2Cc3c([nH]c4ccccc34)CN2C(=O)CN1CCCCCO the results were GCN5L2 inh -10%, DT40 TDP1 no CPT 20% and DT40 TDP1 CPT -2%.
For COc1ccc([C@H]2CC(=O)C=C(c3cccc4c3Oc3ccccc3S4)C2)cc1OC the results were GCN5L2 inh -8%, DT40 TDP1 no CPT 13µM* and DT40 TDP1 CPT 16µM*.

The listing, previewed entries included:
Screening Cc1ccc(COC(=O)c2[nH]c3c(c2C)C(=O)CC(c2ccc(Cl)cc2)C3)cc1 (centres undefined) returned GCN5L2 inh -7%, DT40 TDP1 no CPT 9.2µM* and DT40 TDP1 CPT 12µM*.
For O=C1[C@@H]2Cc3c([nH]c4ccccc34)CN2C(=O)CN1CCCCCO the results were GCN5L2 inh -10%, DT40 TDP1 no CPT 20% and DT40 TDP1 CPT -2%.
For COc1ccc([C@H]2CC(=O)C=C(c3cccc4c3Oc3ccccc3S4)C2)cc1OC the results were GCN5L2 inh -8%, DT40 TDP1 no CPT 13µM* and DT40 TDP1 CPT 16µM*.
COc1ccccc1CNC(=O)N1CCN(S(=O)(=O)c2ccc(C)cc2)CC1 was read as GCN5L2 inh -16%, DT40 TDP1 no CPT -1% and DT40 TDP1 CPT 2%.
CCOCCCNC(=O)C(c1ccc(Cl)cc1)N(Cc1ccc2c(c1)OCO2)C(=O)CNC(C)=O (centres undefined) was read as GCN5L2 inh 1%, DT40 TDP1 no CPT -3% and DT40 TDP1 CPT 2%.
For CCOC(=O)c1cc(C)sc1NC(=O)CSc1nccn1C the results were GCN5L2 inh -2%, DT40 TDP1 no CPT inconclusive and DT40 TDP1 CPT inconclusive.
For CCN(CC)C(=O)c1sc2c(c1C)c(=O)n(-c1ccccc1)c(=O)n2Cc1cc(=O)n2ccccc2n1 the results were GCN5L2 inh -5%, DT40 TDP1 no CPT inconclusive and DT40 TDP1 CPT inconclusive.
Cc1ccc(NC(=O)CSc2ncccn2)cc1S(=O)(=O)N1CCCCC1 was read as GCN5L2 inh -6%, DT40 TDP1 no CPT -3% and DT40 TDP1 CPT -23%.
COc1cc2c(cc1OC)C(c1ccccc1C)CC(=O)N2 (centres undefined) was read as GCN5L2 inh -3%, DT40 TDP1 no CPT -29% and DT40 TDP1 CPT 0%.
Screening O=C(Nc1cccnc1Cl)c1ccc(Cl)cc1 returned GCN5L2 inh -2%, DT40 TDP1 no CPT 1% and DT40 TDP1 CPT 17%.
`Cc1cccc(C(=O)n2nc(-c3cccnc3)nc2NCc2ccc(F)cc2)c1` gave GCN5L2 inh -10%, DT40 TDP1 no CPT -27% and DT40 TDP1 CPT -14%.
Screening O=C(COC(=O)c1ccccc1SCC(=O)N1CCCC1)Nc1ccccc1OC(F)F returned GCN5L2 inh -10%, DT40 TDP1 no CPT -28% and DT40 TDP1 CPT -1%.
`O=c1c2c(O)cc(O)cc2oc2c(O)ccc(O[C@H]3O[C@@H](CO)[C@H](O)[C@@H](O)[C@@H]3O)c12` gave GCN5L2 inh -5%, DT40 TDP1 no CPT -1% and DT40 TDP1 CPT -20%.
CCCCn1c(N)c(N(CCC(C)C)C(=O)c2cc(S(=O)(=O)N3CCOCC3)ccc2F)c(=O)[nH]c1=O was read as GCN5L2 inh -2%, DT40 TDP1 no CPT 0% and DT40 TDP1 CPT -13%.
Cc1ccccc1Cn1c(COc2ccc(Cl)cc2)nc2ccccc21 was read as GCN5L2 inh -10%, DT40 TDP1 no CPT 13µM* and DT40 TDP1 CPT inconclusive.
For O=C(Nc1cccc2cccnc12)c1ccc(Cl)cc1 the results were GCN5L2 inh inconclusive, DT40 TDP1 no CPT -5% and DT40 TDP1 CPT -13%.
For Cc1cccc(CN2CCN(C3CN(Cc4cn(Cc5ccccc5C(F)(F)F)nn4)S(=O)(=O)C3)CC2)c1 (centres undefined) the results were DT40 TDP1 no CPT inconclusive and DT40 TDP1 CPT inconclusive.
For C/C(=N\OC(=O)Nc1ccccc1)c1ccc(C)cc1 the results were DT40 TDP1 no CPT -14% and DT40 TDP1 CPT 6%.
`Cc1cc(Br)c(OCc2ccc(C(=O)N/N=C3\CC4CC=CC34)cc2)c(Br)c1` (centres undefined) gave GCN5L2 inh -3%, DT40 TDP1 no CPT 15µM* and DT40 TDP1 CPT -29%.
CC(OC(=O)c1ccccc1N1C(=O)C2C3CCC(C3)C2C1=O)C(=O)c1ccccc1 (centres undefined) was read as GCN5L2 inh -9%, DT40 TDP1 no CPT inconclusive and DT40 TDP1 CPT -11%.

For reference, part of the list above:
For Cc1cccc(CN2CCN(C3CN(Cc4cn(Cc5ccccc5C(F)(F)F)nn4)S(=O)(=O)C3)CC2)c1 (centres undefined) the results were DT40 TDP1 no CPT inconclusive and DT40 TDP1 CPT inconclusive.
For C/C(=N\OC(=O)Nc1ccccc1)c1ccc(C)cc1 the results were DT40 TDP1 no CPT -14% and DT40 TDP1 CPT 6%.
`Cc1cc(Br)c(OCc2ccc(C(=O)N/N=C3\CC4CC=CC34)cc2)c(Br)c1` (centres undefined) gave GCN5L2 inh -3%, DT40 TDP1 no CPT 15µM* and DT40 TDP1 CPT -29%.
CC(OC(=O)c1ccccc1N1C(=O)C2C3CCC(C3)C2C1=O)C(=O)c1ccccc1 (centres undefined) was read as GCN5L2 inh -9%, DT40 TDP1 no CPT inconclusive and DT40 TDP1 CPT -11%.

(listing goes on)
CCOc1ccc(CNC(=O)c2cccc(NC(=O)N3CCSc4ncccc43)c2)cc1 was read as GCN5L2 inh -5%, DT40 TDP1 no CPT 23µM* and DT40 TDP1 CPT inconclusive.
`COc1cccc(CNc2ncc(-c3ccc(Br)cc3)n2C)c1` gave GCN5L2 inh 0%, DT40 TDP1 no CPT inconclusive and DT40 TDP1 CPT inconclusive.
For C[C@H](CO)N1C[C@H](C)[C@@H](CN(C)S(=O)(=O)c2ccc(C#N)cc2)OCc2cnnn2CCCC1=O the results were DT40 TDP1 no CPT -6% and DT40 TDP1 CPT 1%.
For COc1ccccc1CNC(=O)C1CCN(S(=O)(=O)c2c(C)noc2C)CC1 the results were GCN5L2 inh -1%, DT40 TDP1 no CPT -16% and DT40 TDP1 CPT -14%.
Screening CCn1c(CN2CCN(c3ccc(OC)cc3)CC2)nc2cc(S(=O)(=O)N(C)C)ccc21 returned GCN5L2 inh 2%, DT40 TDP1 no CPT inconclusive and DT40 TDP1 CPT 21µM*.
For CCCC(=O)NCc1nc2cccnc2n1Cc1ccc(F)cc1 the results were GCN5L2 inh -4%, DT40 TDP1 no CPT -14% and DT40 TDP1 CPT -23%.
For N#Cc1ccc(CN(Nc2ccccc2)c2ccccc2)cc1 the results were DT40 TDP1 no CPT 21µM* and DT40 TDP1 CPT 18µM*.
Screening COc1cc(C2CC(C(F)(F)F)n3ncc(C(=O)O)c3N2)cc(OC)c1OC (centres undefined) returned GCN5L2 inh -3%, DT40 TDP1 no CPT 13% and DT40 TDP1 CPT 0%.
NS(=O)(=O)c1ccc(NC(=O)CSc2nnc(-c3ccc(O)cc3)o2)cc1 was read as GCN5L2 inh -2%, DT40 TDP1 no CPT inconclusive and DT40 TDP1 CPT -3%.
For CS(=O)(=O)c1ccc(-c2nc(-c3ccc(F)cc3)c(-c3ccncc3)[nH]2)cc1 the results were GCN5L2 inh -19%, DT40 TDP1 no CPT 27µM* and DT40 TDP1 CPT inconclusive.
For CCCc1cc(CN2CCOCC2)c(O)c(CN2CCOCC2)c1O the results were DT40 TDP1 no CPT 18µM* and DT40 TDP1 CPT 15µM*.
Screening CCCN1C(=S)SC(C)(C)C1/[N+]([O-])=C/c1cccnc1 (centres undefined) returned GCN5L2 inh -2%, DT40 TDP1 no CPT -10% and DT40 TDP1 CPT -3%.
Screening COc1ccc(CNC(=O)CC[C@H]2O[C@@H](n3cc(C)c(=O)[nH]c3=O)C[C@@H]2O)cc1 returned DT40 TDP1 no CPT 19% and DT40 TDP1 CPT -1%.
For C=C(C)c1cccc(C(C)(C)NC(=O)N2CCN(C(=O)OCC)CC2)c1 the results were DT40 TDP1 no CPT -11% and DT40 TDP1 CPT -11%.
`Cc1ccc(CN2CCCC(CO)(Cc3ccccc3C)C2)s1` (centres undefined) gave GCN5L2 inh -16%, DT40 TDP1 no CPT inconclusive and DT40 TDP1 CPT inconclusive.
For COc1ccc(C(=O)C[n+]2cccc3cccc(O)c32)cc1 the results were DT40 TDP1 no CPT -9% and DT40 TDP1 CPT 2%.
CCn1c(CNC(=O)c2ccco2)nnc1SCC(=O)Nc1cc(C)c(C)cc1Br was read as GCN5L2 inh 0%, DT40 TDP1 no CPT -22% and DT40 TDP1 CPT -29%.
For CN(CC(=O)Nc1cccc(F)c1)C(=O)c1cc(=O)[nH]c2ccccc12 the results were GCN5L2 inh -6%, DT40 TDP1 no CPT 15% and DT40 TDP1 CPT -5%.
Screening COc1ccc(OC)c(NC(=O)CSc2nnc(CCCO)n2-c2ccccc2)c1 returned GCN5L2 inh inconclusive, DT40 TDP1 no CPT -15% and DT40 TDP1 CPT -30%.
For CCOCCCn1c(=N)c(C(=O)NC2CCCC2)cc2c(=O)n3cc(C)ccc3nc21 the results were GCN5L2 inh -4%, DT40 TDP1 no CPT -2% and DT40 TDP1 CPT -23%.
Screening CCOC(=O)/C(=C\c1ccccc1)NC(=O)c1ccccc1 returned GCN5L2 inh -1%, DT40 TDP1 no CPT -10% and DT40 TDP1 CPT 10%.
`COc1ccc(Oc2ncc3nc(-c4ccc(F)cc4)c(=O)n(Cc4cccs4)c3n2)cc1` gave GCN5L2 inh -9%, DT40 TDP1 no CPT -4% and DT40 TDP1 CPT 12%.
Nn1cnc2c([nH]c3ccccc32)c1=O was read as GCN5L2 inh 2%, DT40 TDP1 no CPT -17% and DT40 TDP1 CPT -26%.
`O=[N+]([O-])c1ccc(Nc2nccc(Cl)n2)cc1` gave DT40 TDP1 no CPT -29% and DT40 TDP1 CPT 8%.
`CCOc1ccc(OC(=O)NC(c2ccccc2)C(Cl)(Cl)Cl)cc1` (centres undefined) gave GCN5L2 inh -7%, DT40 TDP1 no CPT -8% and DT40 TDP1 CPT -18%.
COc1ccccc1OCCn1c(-c2ccc(Cl)cc2)nc2ccccc2c1=O was read as GCN5L2 inh -3%, DT40 TDP1 no CPT -25% and DT40 TDP1 CPT -22%.
Screening O=C(COC(=O)C1CCN(S(=O)(=O)c2ccccc2C(F)(F)F)CC1)NCc1ccc(F)cc1 returned GCN5L2 inh 2%, DT40 TDP1 no CPT -1% and DT40 TDP1 CPT -4%.
O=C(COc1ccccc1)NCC(c1ccco1)N1CCN(c2ccccc2)CC1 (centres undefined) was read as GCN5L2 inh -3%, DT40 TDP1 no CPT -10% and DT40 TDP1 CPT inconclusive.
CCOC(=O)/C=C(\C)Sc1cc(=O)oc2ccccc12 was read as GCN5L2 inh -2%, DT40 TDP1 no CPT 21µM* and DT40 TDP1 CPT 23µM*.
COc1ccc(C(=O)Cn2c(Br)nc3c2c(=O)n(C)c(=O)n3C)cc1OC was read as GCN5L2 inh -1%, DT40 TDP1 no CPT inconclusive and DT40 TDP1 CPT inconclusive.
For O=C(O)C1C2C=CC(C2)C1C(=O)Nc1cccc(F)c1 (centres undefined) the results were GCN5L2 inh -7%, DT40 TDP1 no CPT -7% and DT40 TDP1 CPT -22%.
Screening Nc1nsnc1C(=O)NCCO returned GCN5L2 inh -8%, DT40 TDP1 no CPT -4% and DT40 TDP1 CPT -14%.
For COc1ccc(/C=C2/SC(=S)N(NS(=O)(=O)c3ccc(C)cc3)C2=O)cc1 the results were GCN5L2 inh -12%, DT40 TDP1 no CPT -14% and DT40 TDP1 CPT -19%.
Screening O=C(Nc1ccc2c(c1)OCO2)c1cc(C2CCCCN2C(=O)OCCF)on1 (centres undefined) returned DT40 TDP1 no CPT inconclusive and DT40 TDP1 CPT inconclusive.
Screening O=C(CNC(=O)c1ccco1)NCC(=O)OC(C(=O)c1ccccc1)c1ccc(Cl)cc1 (centres undefined) returned GCN5L2 inh -5%, DT40 TDP1 no CPT -24% and DT40 TDP1 CPT -16%.
